Screening data: PubChem, National Center for Advancing Translational Sciences (NCATS)
TRb SRC2 PPI = disrupts binding of human TR beta to SRC2; TRbeta-SRC2 peptide binding, fluorescence polarization; receptor liganded with 1 µM T3; Potency, µM (top dose mostly 106 µM), inactives show at the highest dose activity change, negative = inhibition, hits mostly inhibitors; 0.065% of 280,000 active;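 further: plate controls were bound peptide for no effect and peptide without receptor for full effect; nearly all actives have a fitted effect of over 50% in size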
Target sequence (P10828 whole entry, looked up): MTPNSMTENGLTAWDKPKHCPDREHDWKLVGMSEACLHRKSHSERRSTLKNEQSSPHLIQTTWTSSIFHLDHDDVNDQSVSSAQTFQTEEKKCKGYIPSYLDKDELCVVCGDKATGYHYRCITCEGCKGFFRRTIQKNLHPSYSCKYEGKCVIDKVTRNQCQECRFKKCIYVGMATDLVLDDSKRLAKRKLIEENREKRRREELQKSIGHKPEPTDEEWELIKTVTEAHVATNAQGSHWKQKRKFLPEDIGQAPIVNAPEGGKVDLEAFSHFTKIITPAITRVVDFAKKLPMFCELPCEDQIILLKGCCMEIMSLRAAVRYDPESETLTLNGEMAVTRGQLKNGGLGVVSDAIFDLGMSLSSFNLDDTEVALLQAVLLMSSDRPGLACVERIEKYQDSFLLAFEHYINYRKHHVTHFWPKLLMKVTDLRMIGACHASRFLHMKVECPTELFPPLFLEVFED
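Decrease in fluorescence polarization of 20 nM Texas Red SRC2 coactivator peptide flagged inhibition of its binding to 0.6 uM TRb LBD; 1 uM T3 included, incubation 5 hr, ex 555/em 632 nm.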
Tau fluor counter = counter-screen for tau fibril formation inhibitors. 0.93% of 280,000 active. tau K18 P301L Alexa594 fluorescence, heparin fibrillization. Potency, µM (doses to about 57.7 µM), inactives show at the highest dose activity change, negative = decrease; further: on the % scale 0 is the no-effect control and ±100 the full control effect; nearly all actives have a fitted effect of over 55% in size
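Human tau K18 P301L (15 uM unlabeled, 0.24 uM Alexa 594-labeled) in 100 mM sodium acetate pH 7 with 20 uM heparin, 6 hr at 37 C. ThT 30 uM added, 1 hr ambient; Alexa 594 FP and total fluorescence read at 555/632 nm.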
Tau ThT inhib = blocks human tau fibril formation measured by thioflavin T. 2.1% of 270,000 active. Potency, µM (series often up to 57.4 µM), for inactives: top-dose activity, negative = inhibition, actives largely listed as inhibitors. P10636. recombinant tau K18 P301L, heparin-induced fibrillization, ThT fluorescence. AID 1460; further: on the % scale 0 is the no-effect control and ±100 the full control effect; nearly all actives have a fitted effect of over 55% in size
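Fibril formation assay: tau K18 P301L at 15 uM with trace Alexa 594 label, heparin inducer 20 uM, pH 7 sodium acetate buffer, 37 C for 6 hr; endpoint ThT signal.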
L3MBTL1 inh = inhibitors of human L3MBTL1; Potency, µM (highest dose often 57.1 µM), for the others: at the highest dose activity, negative = inhibition, actives largely listed as inhibitors; AlphaScreen L3MBTL1–H3K9me1 peptide binding; Q9Y468; AID 485360; 0.66% of 230,000 active; further: on the % scale 0 is the no-effect control and ±100 the full control effect; nearly all actives have a fitted effect of over 60% in size
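Read-out is AlphaScreen signal from streptavidin donor and nickel chelate acceptor beads (10 ug/mL final each) bridging L3MBTL1 (50 nM) and biotinylated K9-monomethylated H3(1-15) peptide (75 nM), after 30 min compound exposure at room temperature.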
RECQ1 helicase = inhibitors of human RECQ1 DNA helicase | RECQ1 DNA unwinding, red fluorescence kinetic read | P46063 | 0.54% of 240,000 active | Potency, µM (series often up to 57.3 µM), for the others: top-dose activity, negative = inhibition, usual class: inhibitors;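 further: plate controls were vehicle for no effect and no enzyme for full effect; nearly all actives have a fitted effect of over 30% in size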
Target sequence (P46063 whole entry, looked up): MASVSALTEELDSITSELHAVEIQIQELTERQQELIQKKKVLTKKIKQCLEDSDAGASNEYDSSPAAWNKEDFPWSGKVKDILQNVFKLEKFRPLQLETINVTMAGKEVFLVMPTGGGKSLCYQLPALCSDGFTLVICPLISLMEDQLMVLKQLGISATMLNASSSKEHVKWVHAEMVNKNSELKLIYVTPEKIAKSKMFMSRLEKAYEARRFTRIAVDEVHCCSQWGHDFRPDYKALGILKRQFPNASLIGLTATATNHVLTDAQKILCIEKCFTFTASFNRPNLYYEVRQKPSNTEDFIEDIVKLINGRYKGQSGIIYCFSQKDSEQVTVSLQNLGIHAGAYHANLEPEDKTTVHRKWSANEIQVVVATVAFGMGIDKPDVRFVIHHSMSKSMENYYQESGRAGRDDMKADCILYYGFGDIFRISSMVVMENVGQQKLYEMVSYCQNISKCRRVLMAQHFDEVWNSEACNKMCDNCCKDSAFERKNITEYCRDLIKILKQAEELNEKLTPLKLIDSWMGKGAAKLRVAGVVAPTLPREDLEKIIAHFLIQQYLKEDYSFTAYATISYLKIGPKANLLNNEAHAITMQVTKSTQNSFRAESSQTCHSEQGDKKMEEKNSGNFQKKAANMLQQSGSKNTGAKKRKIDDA
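50 nM RECQ1T1 preincubated 15 min with compound in Tris pH 8.0 buffer with MgCl2, DTT, Tween-20 and 2.5 ug/ml poly(dI-dC); started with 200 nM TAMRA/BHQ-2 forked duplex and 2 mM ATP. Unwinding read as fluorescence (525/598 nm), two reads 2 h apart.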
Tau fibril FP = blocks human tau fibril formation measured by polarization | P10636 | K18 P301L tau heparin fibrillization, Alexa594 FP, 6 h | Potency, µM (highest dose often 57.7 µM), without a hit: top-dose activity, negative = inhibition, usual class: inhibitors | 0.39% of 280,000 active; further: on the % scale 0 is the no-effect control and ±100 the full control effect; nearly all actives have a fitted effect of over 55% in size
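K18 P301L tau (15 uM unlabeled/0.24 uM Alexa 594-labeled, final) + compound + heparin 20 uM final; 100 mM NaOAc pH 7; 6 hr 37 C; ThT 30 uM final added, 1 hr RT; FP ex 555/em 632 nm.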
HTT cytoprotect = protects HTT-Q103 PC12 cells, measured by ATP; AID 1471; PC12 HTT-Q103 induced, cytoprotection, ATP luminescence, 40 h; 0.14% of 230,000 active; Potency, µM (series often up to 56.4 µM), without a hit: cytoprotection (ATP increase), hits mostly activators;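 further: % of control where 0% means no effect; nearly all actives have a fitted effect of over 45% in size; toxic huntingtin expression switched on by the ecdysone agonist tebufenozide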
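Readout: ATPlite luminescence (ATP level). Model: stable PC12, inducible Htt exon1 Q103-GFP. Inducer: tebufenozide, 100 nM final. Compounds: dose series. No G418 in medium.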
TR SRC2 fluor cs = Texas Red fluorescence interference in TRb-SRC2 counter-screen; TRb/SRC2 Texas Red total fluorescence interference; 0.29% of 280,000 active; Potency, µM (titrated, usually from 106 µM), without a hit: top-dose fluorescence change, negative = quenching; AID 1479; active means well fitted curve in either direction with a large enough effect; inconclusive means small, poorly fitted or top-dose-only effect; further: on the % scale 0 is the no-effect control and ±100 the full control effect
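Human TRb ligand-binding domain at 0.6 uM with 20 nM Texas Red SRC2 peptide in Tris buffer containing 1 uM T3 and 5% DMSO, incubated with compound 5 h at ambient temperature. Total fluorescence (555/632 nm) calculated as parallel + 2 × perpendicular.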
An asterisk follows results filed as active; i = inactive; ? = inconclusive; . = not tested or not shown; [ ] = another dose, or the depositor's remark. Unless noted, the call rests on the fitted dose curve; in most records, active means well fitted curve in the direction sought with a large enough effect; inconclusive means small, poorly fitted or top-dose-only effect, or another doubt; inactive means no such curve, though single readings can be large; an effect the other way counts as inactive or inconclusive. Potency means the concentration at half of the fitted maximal effect. Some of the compounds tested; rates above refer to the full screens.

Start of the data: the first 2 entries (preview)
Fields: TRb SRC2 PPI	Tau fluor counter	Tau ThT inhib	L3MBTL1 inh	RECQ1 helicase	Tau fibril FP	HTT cytoprotect	TR SRC2 fluor cs
CC(=O)C1C(c2cccc(Oc3ccccc3)c2)NC(=O)NC1(O)C(F)(F)F (configuration not stated)
  7%	-5%	-9%	-3%	10%	3%	15%	-2%
O=C(N/N=C/c1ccccc1Cl)c1n[nH]c2c1CCCC2
  -7%[53 µM]	17%	9%	3%	-20%	-1%	-13%[10 µM]	-2%[53 µM]

The whole of this part (from the top)
Fields: TRb SRC2 PPI	Tau fluor counter	Tau ThT inhib	L3MBTL1 inh	RECQ1 helicase	Tau fibril FP	HTT cytoprotect	TR SRC2 fluor cs
CC(=O)C1C(c2cccc(Oc3ccccc3)c2)NC(=O)NC1(O)C(F)(F)F (configuration not stated)
  7%	-5%	-9%	-3%	10%	3%	15%	-2%
O=C(N/N=C/c1ccccc1Cl)c1n[nH]c2c1CCCC2
  -7%[53 µM]	17%	9%	3%	-20%	-1%	-13%[10 µM]	-2%[53 µM]
COc1ccc(S(=O)(=O)Nc2ccccc2C)cc1
  0%	-10%	-8%	.	-14%	-9%	-26%	-1%
CC(C)CCNc1nc2ccccc2nc1NS(=O)(=O)c1cccs1
  6%	-24%	-16%	26%	i	0%	5%[10 µM]	0%
CN(C)CCOC(=O)c1sc2ccccc2c1Cl
  -3%	2%	2%	-6%	-5%	-4%	-6%	0%
O=C1NCCN(Cc2ccc(Cl)c(F)c2)C1CC(=O)N1CCc2ccccc2C1 (configuration not stated)
  -9%[53 µM]	-8%	-13%	-2%	-16%	-7%	-15%[10 µM]	0%[53 µM]
CCOC(=O)c1cc2c(=O)[nH]c(C(Cl)(Cl)Cl)nc2o1
  6%	-7%	-16%	.	-10%	-11%	16%	0%
COc1ccc(CCNc2oc(-c3ccc(C)cc3)nc2C#N)cc1OC
  -17%	-26%	?	-2%	-12%	5%	-17%	2%
NC(=O)CSc1nnc(-c2ccncc2)o1
  -5%	6%	10%	8%	i	4%	.	-1%
CCCS(=O)(=O)c1ccc(COC(=O)c2cccc(NC(=O)C(C)C)c2)cc1
  0%	-22%	-6%	-8%[11.4 µM]	i	-5%	-13%	-5%
COc1cc(C(=O)NC2CC3CCCC(C2)N3CC(=O)Nc2ccccc2)cc(OC)c1OC (configuration not stated)
  1%	-5%	-7%	.	-3%	4%	9%[10 µM]	1%
Cc1ccc(C)c(S(=O)(=O)N2CCN(c3ncccn3)CC2)c1
  -4%	3%	8%	?	27%	4%	-14%	-4%
O=C(O)c1ccccc1-c1ccccc1C(=O)NCc1cccc(C(F)(F)F)c1
  -3%	-10%	-13%	0%	-8%	-3%	-13%[10 µM]	-1%
CCCn1cc(S(=O)(=O)c2ccccc2)c(=O)c2cc(F)c(N3CCCCCC3)cc21
  0%	-3%	-1%	.	.	3%	.	7%
C/C(Cc1ccccc1)=N\NC(=O)CNC(=O)COc1ccccc1
  5%	-11%	-16%	0%	-6%	-3%	29%[10 µM]	-2%
COc1cc(/C=C/C(=O)OCC(=O)Nc2c(C)n(C)n(-c3ccccc3)c2=O)ccc1OCC#N
  8%	-3%	-4%	.	-20%	-6%	-24%	-3%
COc1cc(NC(=O)COC(=O)CNS(=O)(=O)c2ccc(F)c(F)c2F)cc(OC)c1
  4%	-15%	0%	7%	-4%	-5%	3%[10 µM]	0%
O=C(O)Cn1nnc2ccccc21
  1%	0%	3%	-1%	0%	1%	39%[10 µM]	-1%
COc1cc2c(c(OC)c1OC)-c1c(cc(OC)c(OC)c1OC)C[C@](C)(O)[C@@H](C)C2
  3%	-8%	-4%	.	i	-6%	13%[10 µM]	-3%
O=C(CN1CCCC1)OCCCC1CCCCC1
  -6%	-1%	-2%	-9%	-7%	-3%	11%[10 µM]	-1%
COCCOC(=O)C1=C(C)NC(=O)NC1c1ccc(-c2ccc(F)cc2)o1 (configuration not stated)
  -7%	-1%	-6%	-8%	-2%	1%	-17%	0%
O=C1CCCN1c1nccs1
  0%	0%	-5%	.	i	5%	-9%	0%
CCOc1ccc2nc(NC(=O)c3ccoc3C)sc2c1
  -14%	-22%	-13%	-3%	-13%	9%	-53%[inhibitor][10 µM]	-5%
COc1cccc(N2CC(=O)N(c3cccc(OC)c3)CC2=O)c1
  -12%	-9%	-4%	0%	0%	-1%	1%	1%
CC1(C)NC(=O)N(CC(O)COc2ccc(-c3ccccc3)cc2)C1=O (configuration not stated)
  -16%	-2%	-7%	-1%	i	-1%	7%[10 µM]	2%
O=C1c2ccccc2C(=O)N1Cc1ccc2c(c1)OCO2
  1%	-3%	8%	.	-12%	1%	3%[0.074 µM]	-1%
O=C(O)CN1C(=O)CC(Cc2ccccc2)C1=O (configuration not stated)
  3%	2%	4%	6%	-2%	5%	0%	-1%
O=C(Nc1ccc(NC(=O)c2ccco2)nc1)c1cccnc1
  -3%	0%	2%	-12%	-7%	-3%	-20%[10 µM]	-1%
CCOC(=O)N1CCN(C(=O)c2cc3c(-c4ccc(Cl)cc4)nn(C)c3s2)CC1
  1%	-7%	-14%	3%	-5%	6%	-23%	0%
C/C(=N/NC(=O)c1ccco1)c1cccnc1
  -9%	-2%	-6%	.	-2%	-6%	-21%	-2%

Profiles, looked up by structure.
Entry for CCCn1cc(S(=O)(=O)c2ccccc2)c(=O)c2cc(F)c(N3CCCCCC3)cc21 = TRb SRC2 PPI: 0%; Tau fluor counter: -3%; Tau ThT inhib: -1%; L3MBTL1 inh: .; RECQ1 helicase: .; Tau fibril FP: 3%; HTT cytoprotect: .; TR SRC2 fluor cs: 7%
Entry for NC(=O)CSc1nnc(-c2ccncc2)o1 = TRb SRC2 PPI: -5%; Tau fluor counter: 6%; Tau ThT inhib: 10%; L3MBTL1 inh: 8%; RECQ1 helicase: i; Tau fibril FP: 4%; HTT cytoprotect: .; TR SRC2 fluor cs: -1%

(more compounds)
Fields: TRb SRC2 PPI	Tau fluor counter	Tau ThT inhib	L3MBTL1 inh	RECQ1 helicase	Tau fibril FP	HTT cytoprotect	TR SRC2 fluor cs
COc1ccc(S(=O)(=O)n2ccc(C)n2)cc1C
  0%	-7%	-6%	.	i	-10%	30%	-4%
CC(C)Cn1c(-c2ccc(Br)cc2)c[nH]c1=S
  -2%	-22%	-12%	.	-2%	5%	-21%	2%
Cn1c(=O)n(C)c2cc(N3CCOCC3)c(NS(=O)(=O)c3cccc(C#N)c3)cc21
  5%	3%	-7%	.	.	0%	.	-2%
CC12CC(c3ccccc3O1)N(C(=O)c1ccc(Br)o1)C(=O)N2c1ccccc1 (configuration not stated)
  -3%	-11%	-11%	.	9%	-12%	-5%	0%
CCNS(=O)(=O)c1ccc(C)cc1
  -1%	.	.	.	-2%	.	-4%	-1%
COc1ccc(/C=C/C(=O)NNc2c(F)c(F)cc(F)c2F)cc1OC
  -1%	-16%	-13%	2%	-4%	-2%	-4%	-1%
CCN(CC)c1ncnc2c1sc1nc(N3CCOCC3)c3c(c12)CCC3
  -4%	-13%	-11%	4%	i	-2%	-26%	-1%
COCCN1C(=O)C(=O)/C(=C(/O)c2cccc(OC)c2)C1c1ccco1 (configuration not stated)
  -15%	-3%	-10%	?	-8%	-14%	-1%	-2%
COc1ccc(-c2cc(C(=O)N3CCOCC3)no2)cc1OC
  0%	-12%	-10%	2%	3%	?	-11%	2%
COc1ccccc1N1CCN(C(=O)c2cnn(C(C)(C)C)c2C2CCN(C(=O)OC(C)(C)C)CC2)CC1
  -10%	0%	-5%	.	.	0%	.	-1%
C/C=C/c1ccc(OCCCNC(C)CC)c(OC)c1 (configuration not stated)
  -16%	9%	-10%	.	-3%	10%	9%	-2%
COc1ccc(N2CCN(C(=O)CSc3nnc(-c4cccnc4)n3-c3ccc(F)cc3)CC2)cc1
  6%	-12%	?	-1%	-4%	-6%	-3%[10 µM]	1%
CCCNC(=O)c1cc2n(n1)CCCN(Cc1ccc(C)cc1)C2=O
  -10%	-7%	-2%	.	.	3%	.	1%
CC1=CC(=C2C=CC(=O)C=C2)C=C(C)N1C
  -2%	2%	-3%	46%[activator]	-8%	4%	10%[10 µM]	-1%
CC(C)CC(=O)Nc1nnc(S(=O)(=O)N2c3ccccc3CC2C)s1 (configuration not stated)
  -5%	-24%	?	0%	.	15%	.	0%
Cc1ccc(C)c(NC(=S)N(C2CCCCC2)C(C)c2cccnc2)c1 (configuration not stated)
  8%	1%	-2%	.	i	3%	-5%[10 µM]	0%
COc1ccc2c(c1)Cc1sc(NC(=O)c3cccc(Cl)c3)nc1-2
  9%	-22%	?	.	.	-10%	.	-1%
O=S(=O)(CS(=O)(=O)c1ccc(Cl)cc1)c1ccc(Cl)cc1
  4%	-19%	.	.	-11%	-4%	-5%[10 µM]	-2%
CCCCOC(=O)c1ccc(-n2nnc3c(sc4nc(C)cc(C)c43)c2=O)cc1
  -4%	5%	0%	.	.	3%	.	-1%
Nc1c(C(=O)NCCc2ccccc2)nnn1Cc1ccc(Cl)cc1
  5%	-1%	1%	-4%	-4%	0%	14%[10 µM]	0%
O=c1sc2ccccc2c(N2CCCCC2)c1[N+](=O)[O-]
  7%	5%	-3%	2%	i	7%	-26%	-2%
COc1ccc(C(=O)Nc2ccccc2C(=O)O)cc1Cl
  7%	-9%	-4%	7%	-2%	6%	-29%[10 µM]	-1%
COc1cc(OC)c(NC(=O)c2ccc3nc(C(C)C)oc3c2)cc1Cl
  9%	-17%	-13%	.	.	0%	.	2%
Cc1ccc(-c2noc(CNc3ccccc3)n2)cc1
  -2%	?	?	14%	-16%	0%	-3%[10 µM]	1%
CCCOc1ccc(NC(=O)c2c(-c3ccccc3)noc2C)cc1
  11%	-9%	-2%	1%	-5%	-8%	-1%	-3%
CCOc1ccc(-n2c(=O)c3c4c(sc3n(CC(=O)NC(C)CC)c2=O)CCCC4)cc1 (configuration not stated)
  3%	0%	1%	.	.	-4%	.	-18%
